FLuc counter: qHTS profiling assay for firefly luciferase inhibitor/activator using purifed enzyme and Km concentrations of substrates (counterscreen for miR-21 project); purified FLuc, Km substrates, luminescence inhibition; Potency, µM (series often up to 57.5 µM), for the others: at the highest dose activity change, negative = inhibition, actives largely listed as inhibitors; 360,000 tested, 6.9% active; active = well fitted inhibition curve with a large enough effect; inconclusive = small, poorly fitted or top-dose-only effect;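 also: plate controls were vehicle for no effect and reference inhibitor for full effect; nearly all actives have a fitted effect of over 55% in size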
Target sequence (P08659 whole entry, looked up): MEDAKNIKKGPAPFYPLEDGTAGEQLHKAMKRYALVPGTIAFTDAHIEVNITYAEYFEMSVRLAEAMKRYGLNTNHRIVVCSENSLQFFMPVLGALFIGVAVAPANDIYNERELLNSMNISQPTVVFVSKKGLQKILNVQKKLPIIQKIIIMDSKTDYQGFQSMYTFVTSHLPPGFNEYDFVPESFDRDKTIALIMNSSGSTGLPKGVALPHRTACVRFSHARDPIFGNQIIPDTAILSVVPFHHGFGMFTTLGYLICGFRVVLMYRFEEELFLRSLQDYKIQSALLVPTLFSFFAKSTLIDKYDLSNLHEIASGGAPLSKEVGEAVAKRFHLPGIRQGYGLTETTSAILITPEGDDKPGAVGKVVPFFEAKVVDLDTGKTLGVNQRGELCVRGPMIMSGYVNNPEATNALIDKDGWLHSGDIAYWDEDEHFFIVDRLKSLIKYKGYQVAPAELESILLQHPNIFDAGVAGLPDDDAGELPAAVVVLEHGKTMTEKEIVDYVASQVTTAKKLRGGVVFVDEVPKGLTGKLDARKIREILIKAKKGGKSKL
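Purified P. pyralis luciferase, 10 nM final, with Km-level 10 uM D-luciferin and 10 uM ATP in 50 mM Tris acetate pH 7.5, 10 mM Mg acetate, 0.01% Tween-20, 0.05% BSA; 6-point qHTS titration about 60 µM downward; luminescence read.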
An asterisk follows results filed as active; ? = inconclusive. Potency is read from the fitted curve at half-maximal effect. A portion of the library (hit frequency here may not be typical).

SMILES	FLuc counter
Cc1ccc(O)c(NC(=O)CCSc2nc(-c3ccco3)cc(C(F)(F)F)n2)c1	-3%
COc1ccc(C(=O)N2CCN(C(=O)COc3ccc(C)cc3)CC2)cc1OC	15µM*
O=C(NCCc1csc(-c2ccc(F)cc2)n1)c1ccco1	-2%
CC(=O)c1ccc(NC(=O)c2cc(-c3ccc4c(c3)OCO4)on2)cc1	-2%
CCOC(=O)c1ccc(NC(=O)C2CCN(S(=O)(=O)c3ccc4c(c3)CCCC(=O)N4)CC2)cc1	-3%
Cc1ccc(S(=O)(=O)c2nnn3c2nc(NC(C)C)c2sccc23)cc1	-1%
COc1ccc(CCNC(=O)Cn2c(=O)c3cccn3c3ccc(F)cc32)c(OC)c1	-15%
COc1ccccc1CNC(=O)CCn1c(=O)c2ccccc2n(CC(=O)Nc2cc(Cl)ccc2C)c1=O	1%
COc1cc(OC)c(NC(=O)Cc2ccc(-n3c(C)nc4cccnc43)cc2)cc1Cl	-15%
CCOC(=O)Cn1c(=O)cc(C(F)(F)C(F)(F)F)c2c(C)nn(CC)c21	-3%
O=C(NCC(c1cccs1)S(=O)(=O)c1cccs1)c1cccc(F)c1 (configuration not stated)	-7%
Cc1ccc(C(=O)NCc2ccc(N(C)C)cc2)cc1NC(=O)c1nsc2ccccc12	-13%
O=C(CN1C(=O)CCc2cc(S(=O)(=O)N3CCOCC3)ccc21)NCc1ccccc1Cl	0%
COc1ccc(CCNC(=O)c2c(C)oc3nc(C)nc(N4CCOCC4)c23)cc1OC	4%
CCC(C)NC(=O)Cn1c(=O)n(Cc2ccc(C(=O)NCCCOC)cc2)c(=O)c2ccccc21 (configuration not stated)	-6%

6 of these compounds in another layout.
SMILES | FLuc counter
Cc1ccc(C(=O)NCc2ccc(N(C)C)cc2)cc1NC(=O)c1nsc2ccccc12 | -13%
O=C(NCC(c1cccs1)S(=O)(=O)c1cccs1)c1cccc(F)c1 (configuration not stated) | -7%
COc1cc(OC)c(NC(=O)Cc2ccc(-n3c(C)nc4cccnc43)cc2)cc1Cl | -15%
O=C(CN1C(=O)CCc2cc(S(=O)(=O)N3CCOCC3)ccc21)NCc1ccccc1Cl | 0%
COc1ccc(C(=O)N2CCN(C(=O)COc3ccc(C)cc3)CC2)cc1OC | 15µM*
COc1ccc(CCNC(=O)c2c(C)oc3nc(C)nc(N4CCOCC4)c23)cc1OC | 4%

Further records follow:
SMILES	FLuc counter
Cc1cccc(N2CCN(CCCNC(=O)c3nnc(Cc4c(F)cccc4Cl)o3)CC2C)c1 (configuration not stated)	-5%
COc1ccc(C(=O)Nc2ccc3c(c2)CCCN3S(=O)(=O)c2ccc(C)cc2)c(OC)c1	-1%
COc1ccc(-c2nsc(NC(=O)C(C)Oc3ccc(Cl)c(C)c3)n2)cc1 (configuration not stated)	?
O=C(Nc1cc(Cl)ccc1Cl)c1cc(S(=O)(=O)N2CCc3ccccc3C2)ccc1F	0%
O=C(Nc1ccc2nc3n(c(=O)c2c1)CCCCC3)C(=O)Nc1ccccc1F	-10%
O=c1c(N2CCN(c3cccc(C(F)(F)F)c3)CC2)csc2ccccc12	0%
Cc1ccc2occ(CC(=O)N(Cc3ccc(C(C)C)cc3)C3CCS(=O)(=O)C3)c2c1 (configuration not stated)	3%
COc1ccc(OCC(=O)Nc2ccc3nn(-c4ccc(OC)cc4)nc3c2)cc1	?
CC(C)N(Cc1ccccc1)C(=O)c1cc2ccc3cccnc3c2[nH]1	19µM*
Cc1ccc2c(c1)-c1c(c(C(=O)NCCc3ccccc3)nn1C)CS2	-10%
Cc1cc(Br)ccc1NC(=O)COc1cc(=O)n(C)c2ccccc12	-14%
COc1cccc(CNC(=O)c2ccc(NC(=O)N3CC(C)Sc4ccccc43)cc2)c1 (configuration not stated)	0%
O=C(CSc1nnc(-c2ccncc2)n1-c1ccccc1)Nc1ccc(F)cc1	-1%
Clc1ccccc1-c1nc(Nc2ccccc2)nc2ccc(Br)cc12	-11%
O=C(Nc1ccc2nc(SCC(=O)N3CCCC3)sc2c1)c1cccc(Br)c1	-15%
COc1cc2c(cc1OC)n(CC(=O)c1cccc(Cl)c1)c(=O)n1nc(CCn3nc(C)cc3C)nc21	-3%
CC1CCc2nn(CC(=O)Nc3ccccc3Cl)cc2C1 (configuration not stated)	-12%
CC(NC(=O)c1ccccc1NC(=O)c1nsc2ccccc12)c1ccccc1 (configuration not stated)	?
Cc1ccc(-c2nnc(Nc3cccc(Cl)c3)c3ccccc23)cc1S(=O)(=O)N1CCCCC1	0%
CC(C)c1nn2c(=O)cc(COC(=O)c3ccccc3NC(=O)c3cccc(Cl)c3)nc2s1	-1%
COc1ccccc1N=C1SC(C(=O)Nc2ccccc2OC)CC(=O)N1C (configuration not stated)	-7%
Cc1csc2nc(COc3cccc(NC(=O)c4ccccc4F)c3)cc(=O)n12	1%
Cc1cc(C)cc(-n2ccn(CC(=O)Nc3ccccc3F)c(=O)c2=O)c1	-1%
CCCSc1oc(-c2cccs2)nc1S(=O)(=O)c1ccc(C)cc1	-2%
COc1cccc(C(=O)c2cn(CC(=O)NCCc3ccccc3)c3nc(C)ccc3c2=O)c1	1%
Cc1ccc(Cc2nc3ccccc3nc2SCC(=O)NCCc2ccccc2)cc1	5%
CCOc1ccc(CCNC(=O)c2ccc3c(c2)N(Cc2ccccc2F)C(=O)c2ccccc2S3=O)cc1OCC (configuration not stated)	1%
COc1ccccc1CCNC(=O)c1ccc2c(c1)c(C)c(C)n2C	?
CCCOc1ccc(C2c3c(-c4ccccc4O)n[nH]c3C(=O)N2Cc2cccnc2)cc1 (configuration not stated)	-14%
COc1ccc(NC(=O)CSc2nc(-c3ccco3)nc3cc(=O)[nH]n23)cc1	?

Quoted at random: six entries already listed.
SMILES	FLuc counter
CCOc1ccc(CCNC(=O)c2ccc3c(c2)N(Cc2ccccc2F)C(=O)c2ccccc2S3=O)cc1OCC (configuration not stated)	1%
CCCOc1ccc(C2c3c(-c4ccccc4O)n[nH]c3C(=O)N2Cc2cccnc2)cc1 (configuration not stated)	-14%
CC(C)c1nn2c(=O)cc(COC(=O)c3ccccc3NC(=O)c3cccc(Cl)c3)nc2s1	-1%
CC(NC(=O)c1ccccc1NC(=O)c1nsc2ccccc12)c1ccccc1 (configuration not stated)	?
Cc1ccc(Cc2nc3ccccc3nc2SCC(=O)NCCc2ccccc2)cc1	5%
Cc1cc(C)cc(-n2ccn(CC(=O)Nc3ccccc3F)c(=O)c2=O)c1	-1%

(more compounds)
SMILES	FLuc counter
Cc1ccc(-n2ncc(C(=O)N3CCN(c4cccc(C)c4)C(C)C3)c2C2CCN(C(=O)OC(C)(C)C)CC2)cc1 (configuration not stated)	-7%
CN1CCN(C(=O)c2cnn(-c3ccc(F)cc3F)c2C2CCN(C(=O)OC(C)(C)C)CC2)CC1	-3%
CCOc1ccccc1CNC(=O)c1cnc2sc(N3CCCCCC3)nn2c1=O	-14%
COc1ccc(N(C)C(=O)C2CCN(S(=O)(=O)c3cc(Br)cc4c3N(C(C)=O)CC4)CC2)cc1	-3%
COC(=O)c1c(-c2ccc(Cl)cc2)noc1N1CCN(c2ccccc2OC)CC1	-2%
CNC(=O)c1c(NC(=O)Cc2coc3ccc(C)cc23)sc2c1CCCC2	-13%
COc1ccccc1NC(=O)c1oc2ccccc2c1NC(=O)C(C)C	-2%
CCN(Cc1ccccc1)c1ncnc2c1cnn2-c1ccc(F)cc1	7.6µM*
Cn1c(=O)c2c(nc(NCc3ccccc3)n2Cc2ccc(Cl)c(Cl)c2)n(C)c1=O	0%
CC(C)c1ccc(S(=O)(=O)c2nnn3c2nc(N2CCOCC2)c2sccc23)cc1	0%
CCC1Oc2ccc(C)cc2N(CC(=O)NCc2ccc(F)cc2)C1=O (configuration not stated)	-8%
O=C(c1cccc([N+](=O)[O-])c1)N1CCN(CCc2ccncc2)CC1	-1%
Cc1nnc(NC(=O)CSCc2cc(=O)c3ccc(C)c(C)c3[nH]2)s1	6%
COc1ccc(CCNC(=O)CCCn2c(=O)c3ccccc3n(Cc3cccc(Cl)c3)c2=O)cc1OC	1%
Cc1cccc(NC(=O)N2CCN3CCCCC3C2)c1C (configuration not stated)	0%

Reformatted bar-delimited: part of the list above.
molecule | FLuc counter
O=C(Nc1ccc2nc3n(c(=O)c2c1)CCCCC3)C(=O)Nc1ccccc1F | -10%
O=c1c(N2CCN(c3cccc(C(F)(F)F)c3)CC2)csc2ccccc12 | 0%

(further entries)
SMILES	FLuc counter
COc1cccc(Cn2c(=O)n(-c3cc(C)cc(C)c3)c(=O)c3oc4ccccc4c32)c1	-2%
CCOc1ccc(NCc2cccn2-c2nnc(N3CCC(C(=O)NCc4cccc(OC)c4)CC3)s2)cc1	-2%
Cc1cccc(-c2nc(S(=O)(=O)c3ccccc3)c(N3CCN(c4ccccc4)CC3)o2)c1	-1%
Cc1c2cnn(-c3ccccc3)c(=O)c2c(C)n1CC(=O)NCc1ccccc1	-1%
O=C(Nc1ccc2c(c1)N(C1CCCC1)C(=O)c1ccccc1S2)c1cccc(F)c1	7%
CC1(C(=O)NC2CCCCC2)Cc2ccccc2C(=O)N1Cc1ccc(F)cc1 (configuration not stated)	-9%
CCOc1ccc(-n2c(-c3ccccc3)c(C)n3c4c(=O)n(C)c(=O)n(C)c4nc23)cc1	2%
COc1ccc(Cn2ccnc2SCC(=O)Nc2ccc3c(c2)OCCO3)cc1	-6%
COc1ccc(NC(=O)C2CCCN(S(=O)(=O)c3c(C)[nH]c(=O)[nH]c3=O)C2)c(OC)c1 (configuration not stated)	0%
Cc1cccc(S(=O)(=O)c2cn(C)c3cc(N4CCN(c5ccccc5)CC4)c(F)cc3c2=O)c1	-3%
Cc1ccc(OCC(=O)Nc2cc3nn(-c4ccccc4)nc3cc2C)cc1	1%
O=C1Cc2cc(S(=O)(=O)Nc3ccc(OC(F)(F)F)cc3)cc3c2N1CCC3	3%
COc1ccc(C)cc1NC(=O)c1oc2ccc(S(=O)(=O)N3CCCCC3)cc2c1C	-1%
CCc1ccc(NC(=O)Cn2c(=O)n(Cc3nc(C)no3)c(=O)c3cc4c(cc32)OCO4)cc1	7%
O=C(COc1ccccc1)NCCc1csc(-c2ccc(Cl)cc2)n1	-18%
COc1ccc(-c2nnc(SCC(=O)N3CCC(C)CC3)o2)cc1	-4%
Cc1ccc2occ(CC(=O)N3CCN(c4cccc(Cl)c4)CC3)c2c1	-8%
CC(C)(C)OC(=O)N1CCC(c2c(C(=O)Nc3ccc4c(c3)OCO4)cnn2-c2ccccc2)CC1	-10%
Cc1ccc(C)c(N2CCN(Cc3nnc(-c4ccc5c(c4)OCO5)o3)CC2)c1	-5%
CCOC(=O)CSc1nnc2n(-c3ccccc3)c(=O)c3c4c(sc3n12)CC(C(C)(C)C)CC4 (configuration not stated)	1%
CC1CCCN(S(=O)(=O)c2cc3c(cc2Cl)NC(=O)CO3)C1 (configuration not stated)	-4%
Cn1nccc1C(=O)NCc1ccc2c(c1)CCN2C(=O)c1ccc(F)cc1	-13%
COc1cc2nc(SCC(=O)Nc3ccc(F)cc3)n3nc(CCn4c(C)nc5ccccc54)nc3c2cc1OC	0%
CC1=C(C(=O)Nc2ccccc2)C(c2ccc(C)cc2)n2nc(SCc3ccccc3C)nc2N1 (configuration not stated)	-1%
CC1CCCN(Cc2c(O)ccc3c(=O)c(-c4ccccc4Cl)c(C(F)(F)F)oc23)C1 (configuration not stated)	0%
CC1CCC(Nc2nc3c(-c4cccc(C(F)(F)F)c4)nnn3c3ccccc23)CC1 (configuration not stated)	2%
COc1cc(OC)c(N(C)C(=O)c2c(C)oc3ncn(CC(C)C)c(=O)c23)cc1Cl	-3%
CCCOc1cccc(C2c3c(oc4cc(C)c(C)cc4c3=O)C(=O)N2CCCN2CCOCC2)c1 (configuration not stated)	1%
CCCCNC(=O)C1CCN(c2nc3ccc(C)cc3[nH]2)CC1	-2%
Cc1ccc(C)c(Cn2c(=O)n(CCCC(=O)NCc3ccc4c(c3)OCO4)c(=O)c3sccc32)c1	-15%
Cc1ccc(Cl)cc1NC(=O)c1oc2ccc(S(=O)(=O)N3CCCCCC3)cc2c1C	-1%
Cc1ccc(Nc2nc3c(S(=O)(=O)c4ccccc4)nnn3c3ccc(Cl)cc23)c(C)c1	0%
Cc1ccc(-c2cn3nc(N4CCC(C(=O)Nc5ccccc5C)CC4)sc3n2)cc1	2%
CN(C(=O)c1c2c(nc3ccccc13)C(=O)N(C1CCCCC1)C2)c1ccc(F)cc1	-7%
COc1ccc(-c2ccc(NS(=O)(=O)c3cccc(Cl)c3)cc2)nn1	?
COc1ccccc1-c1nn2c(=O)cc(CN3CCN(S(=O)(=O)c4ccc(C)cc4)CC3)nc2s1	-1%
O=C(CSc1nc2c([nH]c3ccccc32)c(=O)n1-c1ccc(F)cc1)N1CCCCC1	-2%
CCOC(=O)c1cccc(NC(=O)C2COc3ccc(OC)cc3C2)c1 (configuration not stated)	-15%
CC(C)C1N=C2c3ccccc3N=C(SCC(=O)NCc3ccc(Cl)cc3)N2C1=O (configuration not stated)	4%
CCNC(=O)C1CCN(Cc2cc3ccccc3n2Cc2ccc(C)cc2)CC1	-8%
Cc1ccc(CNC(=O)CN2C(=O)C3CCCCN3c3ccc(C(=O)N4CCCC4)cc32)cc1 (configuration not stated)	-9%
CN1C(=O)c2ccccc2Sc2ccc(NC(=O)c3ccc(C#N)cc3)cc21	-3%
COc1ccc(NC(=O)c2c(NCc3ccc(N(C)C)cc3)sc3c2CCC3)cc1	11µM*
CCOC(=O)c1c(NC(=O)/C=C/c2ccc(OCC)cc2)sc(C)c1C	-8%

4 successive records already listed, quoted:
SMILES	FLuc counter
COc1ccccc1-c1nn2c(=O)cc(CN3CCN(S(=O)(=O)c4ccc(C)cc4)CC3)nc2s1	-1%
O=C(CSc1nc2c([nH]c3ccccc32)c(=O)n1-c1ccc(F)cc1)N1CCCCC1	-2%
CCOC(=O)c1cccc(NC(=O)C2COc3ccc(OC)cc3C2)c1 (configuration not stated)	-15%
CC(C)C1N=C2c3ccccc3N=C(SCC(=O)NCc3ccc(Cl)cc3)N2C1=O (configuration not stated)	4%

Source: PubChem BioAssay
